Compound activity deposited in PubChem BioAssay by Sanford-Burnham Center for Chemical Genomics.
NLRP3 yeast inh – NALP3 inflammasome inhibitors in reconstituted yeast, primary screen, luminescence, uHTS; Yeast reconstituted NLRP3/ASC/caspase-1, beta-gal luminescence, 24 h; inhibition, % at 10 µM; hit rate 0.39% among 330,000;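 active = inhibition of 50% or more; inactive = inhibition below 50%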;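 also: plate controls were induced DMSO wells for no effect and uninduced yeast grown without galactose for full effect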
tim23-1 inh – growth inhibitors of tim23-1 mutant yeast, primary screen, luminescence, uHTS; S. cerevisiae tim23-1 growth, BacTiter-Glo luminescence, 24 h; hit rate 1.3% among 330,000; inhibition, % at 20 µM; AID 463212, 2010;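 active = growth inhibition of the mutant yeast at or above 50%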;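 also: temperature-sensitive mutant grown at 25 °C; plate controls were DMSO-treated mutant yeast for no effect and medium wells lacking yeast for full effect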
NR3A LBD binder – binders of NR3A ligand-binding domain, primary screen, biophysical, differential scanning fluorimetry, uHTS | NR3A LBD differential scanning fluorimetry, Tm shift; 0% = protein alone, 100% = glycine-bound protein | hit rate 2.5% among 340,000 | Tm shift relative to glycine control, % at 25 µM | AID 1259313, 2017 | Glutamate receptor ionotropic, NMDA 3A (GRIN3A) ligand-binding domain;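 active = melting temperature shift of at least 10% of the positive control shift, at one fixed dose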
TIM10 inh – growth inhibitors of isogenic TIM10 control yeast, primary screen, counter-screen for tim10-1 yeast inhibitor project, luminescence, uHTS. S. cerevisiae TIM10 strain growth, BacTiter-Glo luminescence, 24 h. inhibition, % at 10 µM. hit rate 1.4% among 330,000. AID 463195, 2010;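 active = inhibition of 40% or more at the single tested concentration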;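 also: wild-type TIM10 isogenic control strain grown at permissive 25 °C; 0% = DMSO yeast wells and 100% = minimal medium wells without yeast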
APJ ag – agonists of human apelin receptor APJ, primary screen, CHO-K1 cells, PathHunter beta-arrestin, luminescence. 0% DMSO wells, 100% apelin. activation, % at 20 µM. hit rate 0.11% among 330,000. AID 2520, 2010;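 active = activation more than six SD over the plate average, tested at 20 µM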;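 also: 0% = DMSO alone and 100% = apelin-13 at 10 nM; some results filed as inactive read as strong as hits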
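Test system: CHO-K1 APJ beta-arrestin complementation cell line | Compound: Single test compound dose, 20 µM final, 1% DMSO | Incubation: Compound 90 min 25 °C, reagent 1 h | Measured by: beta-gal luminescence | Read-out basis: APJ–arrestin association signal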
UPR XBP1 act – activators of adaptive XBP1 UPR arm, primary screen, cell-based, CHO-XBP1 luciferase reporter, luminescence, uHTS. IRE1-XBP1 UPR activation; percent of tunicamycin response, DMSO as zero. activation, % at 20 µM. hit rate 0.33% among 330,000. AID 463104, 2010;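 active = versus positive control, 20 µM dose yields 30% or more activation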;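 also: 100% = tunicamycin at 10 µg/mL and 0% = DMSO only wells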
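assay system = CHO-XBP1 luciferase reporter cells | amount = 1000 cells/well | buffer or medium = F12 plus 10% FBS | compound dosing = single point, 20 µM final compound, 1% DMSO | incubation = 16-18 h cell attachment at 37 °C, then 6 h compound exposure | detection = Steady-Glo luminescence read | controls = tunicamycin 10 µg/mL and vehicle-only wells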
tim10-1 inh – growth inhibitors of tim10-1 mutant yeast, primary screen, luminescence, uHTS; S. cerevisiae tim10-1 ts strain growth, BacTiter-Glo, 24 h; inhibition, % at 20 µM; hit rate 2.2% among 330,000; AID 463190, 2010;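 active = inhibition of at least 40%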;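 also: mutant grown at 25 °C; 0% = DMSO wells with yeast and 100% = wells holding no yeast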
Mdm2 MdmX PPI – inhibitors of human Mdm2-MdmX association, primary screen, cell-based, luminescence, split luciferase, SaOS-2, uHTS. inhibition, % at 8 µM. hit rate 3% among 330,000. SaOS-2 split-luciferase Mdm2/MdmX complementation. Protein Mdm4 (Homo sapiens) + E3 ubiquitin-protein ligase Mdm2 (Homo sapiens), …. AID 485346, 2010;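 active = inhibition of at least 50% at 8 µM in the primary screen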
Target sequence (O15151 whole entry, looked up): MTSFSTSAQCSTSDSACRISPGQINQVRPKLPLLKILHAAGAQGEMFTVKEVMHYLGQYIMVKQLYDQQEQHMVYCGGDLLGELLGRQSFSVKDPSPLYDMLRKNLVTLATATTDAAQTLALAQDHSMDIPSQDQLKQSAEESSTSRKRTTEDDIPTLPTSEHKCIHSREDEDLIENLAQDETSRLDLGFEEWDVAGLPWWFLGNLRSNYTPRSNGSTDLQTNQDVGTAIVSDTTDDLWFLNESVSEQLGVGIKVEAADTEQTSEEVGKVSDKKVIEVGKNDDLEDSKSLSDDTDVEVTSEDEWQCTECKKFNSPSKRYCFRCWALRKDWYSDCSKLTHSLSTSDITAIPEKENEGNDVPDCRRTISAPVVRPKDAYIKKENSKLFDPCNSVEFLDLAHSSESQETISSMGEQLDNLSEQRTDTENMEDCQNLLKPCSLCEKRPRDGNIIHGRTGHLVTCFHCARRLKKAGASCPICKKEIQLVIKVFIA
Target sequence (Q00987 whole entry, looked up): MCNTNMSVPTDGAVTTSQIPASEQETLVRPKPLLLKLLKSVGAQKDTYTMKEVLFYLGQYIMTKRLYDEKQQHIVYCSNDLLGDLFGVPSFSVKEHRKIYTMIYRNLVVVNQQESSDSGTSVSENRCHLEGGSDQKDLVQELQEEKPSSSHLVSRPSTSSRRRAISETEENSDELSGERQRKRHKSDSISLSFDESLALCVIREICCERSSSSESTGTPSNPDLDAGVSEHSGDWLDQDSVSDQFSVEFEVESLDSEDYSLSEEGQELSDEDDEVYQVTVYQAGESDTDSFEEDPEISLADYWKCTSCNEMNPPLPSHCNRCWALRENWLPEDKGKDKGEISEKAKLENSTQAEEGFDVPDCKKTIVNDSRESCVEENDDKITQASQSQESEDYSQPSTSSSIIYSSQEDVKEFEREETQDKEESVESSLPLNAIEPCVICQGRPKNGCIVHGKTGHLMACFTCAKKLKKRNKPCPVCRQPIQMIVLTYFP
UPR CHOP act – activators of apoptotic CHOP UPR arm, primary screen, cell-based, CHO-CHOP luciferase reporter, luminescence, uHTS; activation, % at 10 µM; AID 449763, 2010; UPR activation; percent of tunicamycin response over DMSO baseline; hit rate 0.34% among 330,000;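 active = at 10 µM dose, activation of 40% or more, normalized to positive control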;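 also: 100% = tunicamycin at 10 µg/mL and 0% = DMSO alone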
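Test system: CHO CHOP reporter cells. Input: 500 CHO-CHOP cells per well. Medium: F12 with 10% FBS. Technique: luciferase luminescence. Measure: percent activation relative to tunicamycin control. Dosing: 10 µM compound, 0.5% DMSO. Timing: 16-18 h cell attachment, then 6 h compound exposure, 37 °C.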
Active calls of the source: *; · = not tested or not shown.

Every second line gives: NLRP3 yeast inh	tim23-1 inh	NR3A LBD binder	TIM10 inh	APJ ag	UPR XBP1 act	tim10-1 inh	Mdm2 MdmX PPI	UPR CHOP act
- O=C1CC2C(=O)NCCN2C(=NC(=O)c2ccccc2)N1 (stereo unspecified)
    4	16	2	-20	-2	-1	9	-4	-1.3
- CC(CO)(CO)NCc1ccc(-c2ccccc2)cc1
    -9	1	-5	-13	-3	-1	17	-15	3.0
- Cn1cnnc1SCCNS(=O)(=O)c1ccccc1
    2	13	0	-5	0	-1	5	-10	-1.1
- CCn1c(SCC(=O)N2CCN(c3ccccc3)CC2)nnc1-c1c[nH]c2ccccc12
    13	0	-4	4	-5	-2	-2	24	-1.5
- CC(c1nnc(SCC(=O)Nc2cccnc2Cl)n1Cc1ccccc1)N(C)C (stereo unspecified)
    5	5	-1	-5	0	-3	21	21	-1.5
- CCn1ccnc1CNC(=O)CC1C(=O)NCCN1CC(c1ccccc1)c1ccccc1 (stereo unspecified)
    4	-3	-1	-20	-1	-3	-16	13	0.7
- CCOC(=O)N1CCN(C(=O)CN(c2ccc(OCC)cc2)S(C)(=O)=O)CC1
    -15	0	1	7	-2	1	6	-4	-0.9
- N#Cc1nc(-c2ccc(F)cc2)oc1NCCCn1ccnc1
    4	12	·	-18	-1	5	1	13	-1.8
- O=C(COc1ccc(Cl)cc1)NCc1nnc(SCC(=O)N2CCCCCC2)o1
    14	25	-5	9	-4	-2	14	5	-1.7
- COc1ccc(CC(=O)NCC2COc3ccccc3O2)cc1 (stereo unspecified)
    11	11	0	-4	-5	0	0	4	-1.6
- C=Cn1c(C(=O)O)cc(CC)c1-c1ccccc1
    12	17	1	0	-2	2	3	-7	0.8
- Cc1cc([N+](=O)[O-])c2c(c1C)C1C=CCC1C(c1ccccn1)N2 (stereo unspecified)
    -3	25	·	9	6	-1	27	-6	1.8
- Cc1ccc(N2C(=O)CC(N3CCN(c4ccccn4)CC3)C2=O)cc1 (stereo unspecified)
    -12	16	2	11	-2	0	22	13	-1.0
- CCc1c(C)nc(SCC(=O)Nc2ccc3c(c2)OCCO3)[nH]c1=O
    4	5	0	-2	0	-5	-1	16	-2.0
- CC(Sc1nnc(C2CC2)n1C)C(=O)Nc1ccc2c(c1)CCC2 (stereo unspecified)
    20	-3	0	5	-1	-1	-16	41	1.9
- CCOC(=O)c1c(NC(=O)CSc2n[nH]c(CNc3ccccc3)n2)sc(C)c1C
    12	-1	-3	2	1	-4	-2	-4	0.2
- O=C(C1CCCN(CCCc2ccccc2)C1)N1CCCCC1 (stereo unspecified)
    1	3	-2	-7	-1	0	7	27	-0.8
- Cc1ccccc1NC(=O)c1cc(N)ccc1N1CCCCC1
    -4	35	-5	21	-6	0	41*	23	0.3
- COc1ccc2c(C(=O)c3ccc(C)cc3)n(CCCC(N)=O)[n+]([O-])c2c1
    24	13	-1	11	-1	1	9	16	3.7
- COc1ccccc1C(=O)Nc1cccc(NC(=O)c2ccccc2C)c1
    30	38	-1	8	4	-1	15	13	1.7
- CCN(C(=O)COC(=O)c1ccc(C)c(S(=O)(=O)N2CCOCC2)c1)C1CCS(=O)(=O)C1 (stereo unspecified)
    14	13	-2	10	10	-1	17	9	0.2
- COc1ccc(NS(=O)(=O)c2ccc(NC(=S)NC(=O)c3cccnc3)cc2)nn1
    10	9	-2	6	-6	-2	6	13	-0.4
- CCCOc1ccc(N2C(=O)CC(NCCNc3ccc([N+](=O)[O-])cn3)C2=O)cc1 (stereo unspecified)
    13	17	0	2	-3	0	23	-1	1.8
- CSC1=NCCN1C(=O)c1c(-c2c(F)cccc2Cl)noc1C
    -3	-4	0	-11	-1	0	-10	-9	0.5
- COc1cc(NC(=O)CCc2c(C)noc2C)c(Cl)cc1C(=O)O
    14	8	1	-2	-4	-2	10	32	-1.6
- Cc1ccnc(NS(=O)(=O)c2ccc(NC(=O)c3c(-c4ccccc4Cl)noc3C)cc2)n1
    4	3	-1	-5	-3	0	-4	6	-1.6
- CCN(CC)S(=O)(=O)c1cccc(C(=O)N[C@H](C(=O)Nc2nc3ccccc3s2)C(C)C)c1
    23	-2	2	9	-2	1	19	2	9.8
- CCCC(=O)Nc1nc2ccc(OC)cc2s1
    12	33	0	11	-3	5	16	-59	6.3
- Cc1noc(C)c1S(=O)(=O)Nc1ccc(C(=O)O)cc1
    10	6	-2	-5	-3	-4	7	2	0.4
- CCOc1cc(C(=O)N2CCN(c3ccc(C(C)=O)cc3)CC2)cc(OCC)c1OCC
    5	16	-1	12	-3	-2	22	-5	-1.1

Entries above that have an NH in an aromatic ring (3):
Every second line gives: NLRP3 yeast inh	tim23-1 inh	NR3A LBD binder	TIM10 inh	APJ ag	UPR XBP1 act	tim10-1 inh	Mdm2 MdmX PPI	UPR CHOP act
- CCn1c(SCC(=O)N2CCN(c3ccccc3)CC2)nnc1-c1c[nH]c2ccccc12
    13	0	-4	4	-5	-2	-2	24	-1.5
- CCc1c(C)nc(SCC(=O)Nc2ccc3c(c2)OCCO3)[nH]c1=O
    4	5	0	-2	0	-5	-1	16	-2.0
- CCOC(=O)c1c(NC(=O)CSc2n[nH]c(CNc3ccccc3)n2)sc(C)c1C
    12	-1	-3	2	1	-4	-2	-4	0.2

(continued)
Every second line gives: NLRP3 yeast inh	tim23-1 inh	NR3A LBD binder	TIM10 inh	APJ ag	UPR XBP1 act	tim10-1 inh	Mdm2 MdmX PPI	UPR CHOP act
- COc1ccc(NC(=O)C2CCN(C(=O)c3cccs3)CC2)cc1OC
    1	2	-12	6	-2	1	13	-10	-0.1
- CCC1=C(OC(=O)N(CC)CC)N2C(=O)OC(=NCCc3c[nH]c4ccccc34)[C@]2(Cc2ccccc2)[C@H]2C1=CC[C@H]1C(=O)NC(=O)[C@H]12
    8	22	-5	-3	1	2	10	-6	-0.4
- Cc1cccc(N2CCN(c3nc4ccc(Cl)cc4n4cnnc34)CC2)c1C
    -3	17	-1	3	-1	8	0	11	2.9
- CCN(CCCNC(=O)C1c2ccccc2C(=O)N(CCOC)C1c1ccc(F)cc1)Cc1ccccc1 (stereo unspecified)
    2	19	-1	-5	-3	-2	9	29	-2.1
- COc1ccc(S(=O)(=O)N(C)C)cc1NCC(=O)Nc1cccc(C#N)c1
    0	12	-1	-4	-2	0	9	13	-1.4
- Cc1cc(NC(=O)COc2ccc3oc4ccccc4c3c2)no1
    13	-7	-3	-34	-5	-4	-17	-1	-1.8
- Cc1noc(C)c1NC(=O)Nc1cccc2c1O[C@H](CN(C)C(=O)Nc1ccc3c(c1)OCO3)[C@@H](C)CN([C@H](C)CO)C2=O
    4	15	5	-5	-4	-1	10	16	0.4
- Cc1ccc(C(=O)Nc2cccc(C(=O)NC3CCCC3)c2)cc1
    23	-3	0	1	4	-2	-21	28	3.3
- O=C(CCCC(=O)c1ccccc1)NCc1ccccc1
    -3	7	-2	-21	-3	-3	20	25	-0.9
- O=C1c2ccccc2NC(c2ccc(O)cc2)N1Cc1ccco1 (stereo unspecified)
    21	22	1	5	-1	1	5	-22	-1.7
- CCn1ncc(Br)c1C(=O)NC(C)c1ccccc1 (stereo unspecified)
    6	2	0	2	1	1	-3	6	0.6
- O=C(O)c1cc([N+](=O)[O-])c(Nc2cccc3ccccc23)c([N+](=O)[O-])c1
    15	13	1	3	-2	-4	7	-24	-0.7
- COc1cc(C(c2c(C)[nH][nH]c2=O)c2c(C)[nH][nH]c2=O)cc(Br)c1OC
    20	19	3	11	-3	-3	12	9	-0.8
- O=C1c2ccccc2[C@@H]2C[C@H](NC34CC5CC(CC(C5)C3)C4)[C@@H](O)CCN12
    ·	24	-2	-1	·	2	0	22	2.7
- CN(C(=O)CCc1nnc(CCCCc2ccccc2)o1)C1CC(C)(C)NC(C)(C)C1
    13	3	1	-3	-3	1	-14	5	-1.4
- CSc1ccc(CCNC(=O)c2nn(C)c3c2CS(=O)(=O)c2ccccc2-3)cc1
    11	-4	-10	-3	-1	-4	-4	21	-1.8
- Cc1cc(=O)oc2c(C)c(OCC(=O)N3CC[C@@]4(O)CCCC[C@H]4C3)ccc12
    -4	12	-2	-2	-2	-2	7	7	1.2
- Cc1ccc(Br)c(NS(=O)(=O)c2cccc(C(=O)N3CCNC(=O)C3)c2)c1
    7	10	-2	3	-4	-3	5	19	1.5
- Cc1nc2ccccc2n1CC(=O)N/N=C/c1cccnc1
    -16	1	0	8	-4	0	3	25	0.0
- CC(OC(=O)CCCOc1ccccc1)C(=O)Nc1ccc(Cl)cn1 (stereo unspecified)
    11	9	2	2	4	0	1	17	-0.8
- CCOc1ccccc1NC(=S)N(Cc1cc2ccc(C)cc2[nH]c1=O)CC1CCCN1CC (stereo unspecified)
    17	-2	-1	4	-2	3	18	29	2.5
- CN(C)CC(C)(C)CNC(=O)CC1C(=O)NCCN1Cc1ccc(-c2ccccc2)cc1 (stereo unspecified)
    21	13	1	-8	-2	-2	-7	16	3.5
- C/C(=N\NC(=O)C(O)c1ccccc1)c1ccc(Br)s1 (stereo unspecified)
    5	17	-4	-7	-1	-4	20	11	2.2
- COc1ccc(N2CCN(C(=O)CCNC(=O)Cn3ccc4ccccc4c3=O)CC2)cc1
    -13	13	1	-18	-2	-2	7	2	4.4
- Cc1ccc(-c2csc3nc(C)n(N)c(=O)c23)cc1
    24	26	-1	5	-2	1	6	-19	-2.4
- CCC(C)NC(=O)C1CCN(S(=O)(=O)c2cc([N+](=O)[O-])ccc2Cl)CC1 (stereo unspecified)
    1	6	-1	6	7	1	8	5	-1.5
- COc1cc(CNC(=O)c2cccc(COc3ccc(Cl)cc3)c2)cc(OC)c1
    17	22	-4	31	-4	-2	27	-74	0.5
- CCCCCCCNC(=O)C1(CC2CC(c3cccc(Br)c3)=NO2)CCN(C(=O)C2CCCC2)CC1 (stereo unspecified)
    20	5	-1	8	1	-4	7	-10	0.9
- CC(=O)Nc1ccc(S(=O)(=O)NCCC(=O)OCc2ccc([N+](=O)[O-])cc2)cc1
    -3	5	2	1	7	-4	-1	22	1.1
- COC(=O)c1ccc(/C=C/c2c(-c3ccc(OC)cc3)sc3ccccc23)cc1
    3	-3	-3	1	-1	6	6	47	-1.6
- CC(=O)c1ccc(NC(=O)Nc2ccc(Cl)cc2)cc1
    19	-8	31*	-21	3	4	-19	-74	4.3
